# aDG glyco act: activators of alpha-DG glycosylation, primary screen, uHTS, Pro5-aDG cells, AlphaScreen; alpha-DG glycosylation AlphaScreen (IIH6); 0% Pro5, 100% B10-LARGE cell signal; activation, % at 10 µM; 0.22% of 360,000 active;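 active means activation of at least 8% versus controls, or a plate z-score of at least 8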;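 further: Pro5 are CHO cells carrying HIG-tagged alpha-DG that lacks glycosylation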
# MC4R antagonist: MC4R antagonists of cAMP signaling, primary screen, cell-based, TR-FRET, antagonist arm of biased-ligand search; Melanocortin receptor 4 (Homo sapiens), P32245; MC4R-expressing cells, MTII-stimulated cAMP, LANCE TR-FRET; inhibition, % at 6.5 µM; 0.48% of 360,000 active; AID 540295, 2011;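 active means inhibition above its plate's cutoff, the mean of tested wells on that plate plus 3 SD, cut at about 29% in these data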;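 further: 0% = Melanotan II alone and 100% = Melanotan II plus saturating MCL0020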
#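 Assay system: U2OS cells stably expressing human melanocortin 4 receptor (MC4R) / Dosing: 6.5 µM / Timing: compound 30 min, challenge 1 h, detection 1 h / Measured by: Eu-cAMP/anti-cAMP TR-FRET, emission 671 nm / Replicates: singlicate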
# m5-HT2A agonist: mouse Htr2a agonists via beta-arrestin recruitment, primary screen, cell-based, luminescence; activation, % at 7.6 µM; AID 624169, 2012; CHO-K1 mHTR2A beta-arrestin complementation; percent of 30 µM serotonin response; 0.66% of 360,000 active;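 active means activation above a run cutoff, the mean activation of all tested compounds plus 3 SD, cut at about 14% in these data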;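 further: 0% = plate median of compound wells and 100% = 30 µM serotonin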
# H9c2 protect: cardioprotection against H2O2-induced cell death, primary screen, uHTS, H9c2 cells, ATPLite luminescence. H9c2 cardiomyocytes, H2O2 injury protection, 2 h. protection from H2O2 cell death, % at 20 µM. 0.63% of 360,000 active;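 active means compounds giving at least 50% protection of heart cells from peroxide-induced death in the single-dose screen, raw or plate-pattern-corrected value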;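 further: 0% = DMSO wells with peroxide and 100% = DMSO wells without peroxide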
# N-glyco inh: increase of ERlucT glycosylation luciferase signal, primary screen, N-linked glycosylation inhibitor project, D54 ERlucT cells, luminescence, set 2. D54 ERlucT glycosylation luciferase reporter, 24 h; percent of 100 nM tunicamycin response. reporter increase, % at 12.5 µM. 0.23% of 360,000 active. AID 588692, 2011;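 active means mean luciferase reporter signal, scaled so untreated is 0 and the glycosylation-blocking control 100, at or above a set limit in every replicate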;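 further: luciferase carries N-glycosylation sites so blocking glycosylation raises the light; 0% = median of neutral control wells and 100% = median of 100 nM tunicamycin wells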
# ABHD5 PLIN5 PPI: ABHD5-PLIN5 interaction inhibitors, primary screen, cell lysate, split luciferase complementation, luminescence; Perilipin-5 (Homo sapiens) + 1-acylglycerol-3-phosphate O-acyltransferase ABHD5 (Homo …; Split G. princeps luciferase complementation, 4 h; inhibition, % at 4 µM; 0.78% of 360,000 active; AID 602281, 2012;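 active means inhibition above the mean inhibition across every tested compound plus 3 SD, cut at about 22% in these data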;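 further: 0% = DMSO only wells and the 100% control is not disclosed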
# Target sequence (Q00G26 whole entry, looked up): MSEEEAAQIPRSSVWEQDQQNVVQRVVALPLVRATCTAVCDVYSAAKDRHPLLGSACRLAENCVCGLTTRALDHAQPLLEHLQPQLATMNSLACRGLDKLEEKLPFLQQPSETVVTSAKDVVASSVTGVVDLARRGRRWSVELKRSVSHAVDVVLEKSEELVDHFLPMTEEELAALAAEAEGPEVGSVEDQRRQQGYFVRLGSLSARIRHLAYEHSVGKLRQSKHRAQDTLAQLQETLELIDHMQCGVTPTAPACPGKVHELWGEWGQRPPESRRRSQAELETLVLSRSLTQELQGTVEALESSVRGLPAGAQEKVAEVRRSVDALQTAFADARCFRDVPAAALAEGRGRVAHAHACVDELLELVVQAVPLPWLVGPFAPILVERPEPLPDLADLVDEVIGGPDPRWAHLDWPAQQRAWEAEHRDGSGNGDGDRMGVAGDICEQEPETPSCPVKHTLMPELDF
# Target sequence (Q8WTS1 whole entry, looked up): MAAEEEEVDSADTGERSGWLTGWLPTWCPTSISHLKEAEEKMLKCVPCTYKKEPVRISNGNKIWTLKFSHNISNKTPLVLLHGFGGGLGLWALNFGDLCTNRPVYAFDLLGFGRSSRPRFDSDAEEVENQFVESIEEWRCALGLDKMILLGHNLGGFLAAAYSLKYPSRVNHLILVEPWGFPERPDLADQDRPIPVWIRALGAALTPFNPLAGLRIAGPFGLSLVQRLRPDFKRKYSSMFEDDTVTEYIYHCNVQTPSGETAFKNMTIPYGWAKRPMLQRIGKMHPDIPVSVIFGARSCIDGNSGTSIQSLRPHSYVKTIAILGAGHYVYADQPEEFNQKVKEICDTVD
# Granule exo inh: LAMP-1 surface exposure blockers, TALL-104 cells – cell-based, flow cytometry, MLPCN library, primary screen; 0.66% of 360,000 active; TALL-104 LAMP-1 surface exposure; cells stimulated with thapsigargin and PMA; inhibition, % at 10 µM; AID 651702, 2012;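 active means inhibition above about 55%, limit read from the data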
# hiPSC survival: enhancers of single-cell hiPSC survival, primary screen, ATPlite luminescence | 100% = ROCK inhibitor wells, 0% = DMSO | survival enhancement, % at 20 µM | 0.044% of 360,000 active | AID 602274, 2012; in the data active means survival enhancement above about 18%;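 further: cells exposed to compounds for 16 hours before the ATP read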
# ABCB6 inh MLPCN: ABCB6 transporter inhibitors, primary screen, K562-ABCB6 cells, flow cytometry, MLPCN library; fluorescence ratio to DMSO, % at 10 µM; ATP-binding cassette sub-family B member 6 (Homo sapiens), Q9NP58; 0.19% of 360,000 active; K562-ABCB6 porphyrin accumulation, 1 h; hits give low values; AID 602162, 2011;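 active means fluorescence ratio to DMSO below 75%, the collection mean minus 3 SD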;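 further: signal is porphyrin accumulated inside mitochondria; 100% equals median channel fluorescence of DMSO control wells; lower ratio means ABCB6 inhibition with less porphyrin fluorescence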
# MC4R barr agon: MC4R agonists recruiting beta-arrestin, primary screen, cell-based, luminescence, agonist arm of biased-ligand search; AID 540308, 2011; 0.98% of 360,000 active; U2OS MC4R beta-arrestin complementation; percent of melanotan II response, DMSO zero; Melanocortin receptor 4 (Homo sapiens), P32245; activation, % at 8.9 µM;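 active means activation above a per-plate cutoff, the mean activation of sample wells on that plate plus 3 SD, cut at about 8% in these data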
# * hit, by the source's call; · = no result given.
no.	Compound	ABHD5 PLIN5 PPI	ABCB6 inh MLPCN	Granule exo inh	hiPSC survival	MC4R antagonist	H9c2 protect	N-glyco inh	m5-HT2A agonist	aDG glyco act	MC4R barr agon
1	CCCCNS(=O)(=O)c1ccc2nc(SCC(=O)Nc3ccccc3)[nH]c2c1	0	92	-6	-0.3	-3	-6	0	2	-0.3	-0.8
2	COCCNC(=O)c1onc(CSc2ccccc2)c1C(=O)NCCOC	11	98	0	-1.3	4	1	0	1	0.1	-2.5
3	N#CCCSC(=S)C1CCCC1=N (stereo not drawn)	-11	106	-2	0.0	7	-6	-1	-1	0.0	0.2
4	CCCCn1c(N)c(N(C)C(=O)c2cccc(-n3cnnn3)c2)c(=O)[nH]c1=O	-1	91	0	1.5	-4	0	2	4	-0.3	-1.5
5	COc1ccc(OC)c(S(=O)(=O)Nc2cccc3ccccc23)c1	-1	102	14	0.2	3	-10	0	4	-0.1	-1.5
6	O=C(O)c1cc2c(ccc3ccccc32)[nH]1	1	109	-1	1.0	7	2	1	6	0.0	0.5
7	CSCCCNC(=S)N1CCN(S(=O)(=O)c2cccc(C(F)(F)F)c2)CC1	5	105	-5	2.7	7	-7	-1	0	-0.2	0.3
8	COc1ccccc1N1CCN(S(=O)(=O)CCNC(=O)CC2CCCC2)CC1	6	98	12	2.9	2	-6	2	4	-0.2	0.1
9	O=C(NNC1CCN(Cc2ccccc2)CC1)c1ccccc1	-10	98	-4	0.2	3	-7	0	0	0.0	-1.4
10	COC(=O)c1ccc2c(=O)n(CCN3CCOCC3)c(SCC(=O)Nc3ccc(C)cc3)nc2c1	-5	98	8	-0.2	9	15	0	0	0.0	1.1
11	COc1ccc(S(=O)(=O)N(C)c2ccc(C(=O)N3CCCC3)cc2)cc1	4	94	0	0.7	-4	-12	-2	3	-0.2	0.0
12	Cc1sc(NC(=O)c2ccccc2)c(C(=O)N2CCN(C)CC2)c1C	-6	100	-1	-2.2	-4	-1	0	-5	-0.2	-0.1
13	S=C(Nc1cccc(Br)c1)N1CCn2cccc2C1c1cccnc1 (stereo not drawn)	-6	105	-2	0.5	26	2	2	-6	0.0	-0.7
14	CC(=O)NS(=O)(=O)c1ccc(NC(=O)c2ccc(Cl)cc2[N+](=O)[O-])cc1	2	99	-1	2.3	11	2	1	4	-0.1	-1.4
15	O=C(Nc1cccnc1)c1ccccc1O	3	106	-3	-1.1	1	-9	1	-9	-0.2	-0.1
16	CC(=O)N(C(C)=O)c1ccc(Oc2ccc(Oc3ccc(N(C(C)=O)C(C)=O)cc3)cc2)cc1	9	95	-3	-0.8	13	-11	-2	6	0.0	1.2
17	CCOC(=O)N1CCN(C(=O)C2CC(=O)N(c3ccc(C)cc3)C2)CC1 (stereo not drawn)	3	98	-2	-0.3	11	-2	0	-3	0.0	-1.0
18	CCOC(=O)N1CCN(C(=O)c2ccc(CSc3ccc(Cl)cc3)cc2)CC1	-4	101	0	-0.3	8	-12	-4	-2	3.3	0.9
19	CC(C)c1ccc(S(=O)(=O)N2CCN(C(=O)c3cc([N+](=O)[O-])ccc3N3CCOCC3)CC2)cc1	-6	96	-2	-0.6	1	2	-1	1	0.4	-2.8
20	O=c1oc2cc(OCc3ccc(F)cc3F)ccc2cc1-c1ccccn1	-3	94	-2	6.8	7	0	1	1	0.1	0.2
21	COc1ccc(-n2nnnc2SCC(=O)NCc2ccco2)cc1OC	9	91	2	4.2	3	-4	3	1	0.0	-0.1
22	CCOC(=O)c1cnc2nc(COc3ccccc3)[nH]n2c1=O	-10	90	1	1.1	-6	0	0	1	-0.1	-1.3
23	CCOC(=O)c1c(-c2ccccc2)csc1NC(=O)CSc1nnnn1C	-4	102	0	0.6	5	9	-7	5	-0.6	0.6
24	CCN(CC)C(=O)c1sc2nc(-c3ccccn3)[nH]c(=O)c2c1C	4	99	-3	0.6	2	17	5	-2	0.3	-1.1
25	CC(C)CN1CCC(=O)N(CCC#N)CC1	-9	96	-7	6.0	-1	13	4	7	0.1	-0.6
26	COc1ccc(-c2csc(-n3cccn3)n2)cc1	-2	99	-5	-0.8	7	-11	-4	-5	0.0	3.2
27	COc1cc(NC(=O)CCc2nnc3ccc(N4CCOCC4)nn23)cc(OC)c1OC	0	100	0	1.0	-2	6	1	4	0.3	-0.2
28	OCCC1CN(Cc2c(F)cccc2Cl)CCN1C1CCCCC1 (stereo not drawn)	-3	96	0	-0.7	0	8	-1	1	0.2	-1.6
29	CC1(C)CC(=O)C(C(c2ccc3c(c2)OCO3)C2C(=O)CC(C)(C)CC2=O)C(=O)C1	15	93	14	-0.8	·	16	-1	-3	-0.3	·
30	COc1cc(/C(C)=N/NC(=O)c2nnn(-c3nonc3N)c2-c2cccs2)ccc1O	-4	97	-2	0.0	9	-1	-5	2	-0.2	-1.5
31	COc1ccc(N2CCN(Cc3nc(-c4ccccc4)no3)CC2)cc1	-6	98	2	-0.3	-9	-6	0	-4	2.1	-0.8
32	Cc1cc(-c2nc3ccccc3o2)c2ccccc2n1	-1	95	-3	-1.9	7	7	-1	4	-0.2	-2.0
33	CCOc1ccccc1C1C(C(N)=O)=C(C)Nc2nc(CCCO)nn21 (stereo not drawn)	-3	98	2	0.2	-2	-3	1	4	0.0	1.2
34	Cc1ccc(C(=O)CSc2nnc(-c3ccco3)n2Cc2ccccc2)cc1	2	105	1	3.2	-1	-8	-2	1	0.9	0.9
35	COc1ccc2[nH]c3c(=O)n(CCCCC(=O)NCCN4CCCC4)c(=S)[nH]c3c2c1	6	106	1	3.6	-3	4	2	-4	-0.2	-0.6
36	CCOCCCNC(=O)/C(C#N)=C/c1ccc(C(=O)OC)cc1	3	95	0	0.4	0	-4	6	8	0.1	-0.6
37	C/C(=N\NC(=O)c1cccc(F)c1)c1ccc(Br)s1	-7	97	0	13	-16	19	13	-9	0.0	-1.3
38	CCOC(=O)C1(C)CCCN(C(=O)c2cccc(Cl)c2)C1 (stereo not drawn)	-2	102	2	8.4	8	-4	2	-5	0.1	0.4
39	Cc1cccc(Nc2nnc(SC/C(O)=C(\C#N)c3nc4ccccc4[nH]3)s2)c1	5	100	0	1.2	7	13	6	-1	-0.4	6.8
40	COc1ccc(CCNC(=O)/C(C#N)=C/c2cccc(OCc3ccccc3)c2)cc1OC	17	96	8	-3.6	16	7	3	-3	0.1	-1.4
41	O=C(NCc1nc2ccccc2[nH]1)C1CCCCC1	1	101	-7	-1.2	3	9	-1	2	-0.2	1.1
42	Cc1cc(C)cc(Cn2cc(CN3CC(N4CCSCC4)CS3(=O)=O)nn2)c1 (stereo not drawn)	13	97	-5	1.0	·	·	·	-1	-0.1	·
43	Nc1nonc1-n1nnc(C(=O)N/N=C/c2cccc(O)c2)c1CN1CCCC1	6	101	-2	-0.3	-2	-2	1	8	-0.2	-2.9
44	Cc1ccc(NC(=O)CCC(=O)NNC(=O)c2ccccc2Cl)c(C)c1	-5	100	-4	0.0	3	3	2	0	1.3	0.5
45	CC1CCCCN1C(=S)NCc1ccco1 (stereo not drawn)	-1	96	1	-0.6	5	4	1	7	0.0	-2.4
46	COc1ccc2[nH]c(-c3cccc(F)c3)cc(=O)c2c1	4	105	-2	-2.3	-18	-5	14	4	0.0	-2.6
47	Cc1ccc(-c2ccc(=O)n(CCC(=O)N3CCN(c4cccc(C)c4)C(C)C3)n2)cc1 (stereo not drawn)	1	88	10	0.6	1	6	0	1	0.1	-0.7
48	O=C(CN1C(=O)c2cccc3cccc1c23)NCC1CCCO1 (stereo not drawn)	3	107	-4	-1.0	10	8	0	-2	-0.1	0.2
49	CCN(C(=O)C1CCCO1)c1ccccc1 (stereo not drawn)	1	119	-6	0.1	15	0	4	9	-0.2	2.2
50	COc1cc(N)c2ncccc2c1Cl	-8	104	-3	-1.4	-8	1	4	3	1.1	-1.7
51	O=C(c1ccc(F)cc1)c1c[nH]c(C(=O)NCc2cccnc2)c1	2	95	-1	-5.7	1	1	-7	-6	0.0	-0.5
52	Cc1ccc2nc(-c3ccc(NC(=O)C4CCCO4)cc3)[nH]c2c1 (stereo not drawn)	-1	100	2	-3.7	5	-16	-17	1	0.1	-0.6
53	CCOc1cc(C(=O)NCCc2ccc(S(N)(=O)=O)cc2)cc(OCC)c1OCC	-9	95	-4	0.3	-8	1	0	2	-0.1	-0.9
54	CCOC(=O)N1CCN(CC(O)c2ccc3c(c2)CCN3)CC1 (stereo not drawn)	12	97	-1	0.8	7	5	-2	-5	-0.3	0.2
55	CC1CN(C(=O)c2scc3c2OCCO3)CC(C)O1 (stereo not drawn)	3	92	0	1.8	3	-2	-1	1	-0.2	-0.4

# Screening data deposited in PubChem by several laboratories.
